LYP inhibition: PTPN22 lymphoid phosphatase activity blockers – biochemical, fluorescence intensity, uHTS (AID 1779); inhibition, % at 11.5 µM; hits with a dose series show IC50 in µM; hit rate 0.054% among 290,000; recombinant LYP phosphatase, fluorescence intensity; higher % means a stronger effect; in the data active = inhibition above about 50%;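 note: plate controls were vehicle with enzyme for no effect and no enzyme for full effect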
NTR1 agonist: agonists of NTR1, primary screen, imaging, U2OS cells, beta-arrestin-GFP, high content (AID 493036). P30989. NTR1-U2OS beta-arrestin-GFP spot imaging, agonist mode. activation, % at 20 µM. hit rate 0.17% among 330,000;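 active = activation at or above 40% of the spot to cytoplasm intensity ratio, with at least 20 cells analyzed; inconclusive = wells under 20 cells, flagged as cytotoxic or low count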;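 note: 0% = DMSO without peptide and 100% = 100 nM NTR1 peptide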
Target sequence (P30989 whole entry, looked up): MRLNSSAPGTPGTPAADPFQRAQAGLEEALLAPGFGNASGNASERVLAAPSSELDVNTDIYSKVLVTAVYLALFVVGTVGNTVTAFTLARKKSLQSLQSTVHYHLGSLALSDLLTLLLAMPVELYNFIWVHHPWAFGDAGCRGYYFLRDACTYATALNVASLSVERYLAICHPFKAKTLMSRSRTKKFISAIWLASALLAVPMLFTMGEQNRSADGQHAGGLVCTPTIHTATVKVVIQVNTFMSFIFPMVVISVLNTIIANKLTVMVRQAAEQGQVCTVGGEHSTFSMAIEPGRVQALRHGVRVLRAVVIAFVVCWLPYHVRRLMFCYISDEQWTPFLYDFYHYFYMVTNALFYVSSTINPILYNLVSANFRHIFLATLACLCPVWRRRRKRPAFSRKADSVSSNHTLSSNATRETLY
AID2073: inhibitors of Mint1-CaV2.2 protein interaction, biochemical, HTRF (AID 2073); HTRF protein-protein interaction, Mint1-CaV2.2; higher % means a stronger effect; one-dose inhibition, % at 20 µM; IC50 in µM for titrated hits; hit rate 0.19% among 290,000; in the data active = inhibition mostly above about 51%, no sharp cut-off; inconclusive = no clear call, values can overlap the other calls; inactive = mostly below about 53%; note: some results filed as inactive read as strong as hits
Dengue-2 NS5 capping: flavivirus cap methylation enzyme inhibition – biochemical, confirmation dose response, primary screen (AID 588689). Dengue-2 NS5 methyltransferase capping enzyme assay, biochemical; higher % means a stronger effect. one-dose inhibition, % at 25 µM; IC50 in µM for titrated hits. hit rate 0.3% among 340,000; in the data active = a potency from the dose series; inconclusive = inhibition above about 29% without an active follow-up result
RSV CPE inhibition: RSV antiviral activity via CPE protection, HEp-2 cells, primary 10 µM value included (AID 2391); one-dose CPE inhibition, % at 10 µM; IC50 in µM for titrated hits; HEp-2 cells, RSV-induced CPE inhibition; higher % means a stronger effect; hit rate 0.13% among 310,000; in the data active = a potency from the dose series; inconclusive = CPE inhibition mostly from about 23% at the one dose, without a potency; inactive = the rest, 99 in 100 with CPE inhibition below about 21%; note: strong numbers were not always called active
Autophagy mod: modulators of autophagy; MEF GFP-LC3 puncta imaging; test concentration mostly 10 µM; calls only at 10 µM (by protocol); hit rate 0.98% among 190,000; AID 463193;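 active = percentage of spot-positive cells more than 3 SD above its plate mean, without a fluorescence outlier flag or 80% toxicity; inconclusive = no clear call, values can overlap the other calls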;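 note: spot-positive cell cutoff set from DMSO-treated cells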
UTI89 phage lysis: protection from phage-mediated lysis, alamar blue read-out – E. coli UTI89, K1F phage, bacterial capsule biogenesis inhibitors (AID 488966). E. coli UTI89 K1F phage lysis, alamar blue, 2 h; higher % means a stronger effect. inhibition, % at 100 µM, or IC50 in µM where a hit was titrated. hit rate 0.02% among 340,000;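 active = phage lysis inhibition, versus mean bacterial control, above a set limit; inconclusive = no clear call, values can overlap the other calls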;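 note: capsule biogenesis inhibitors block K1F phage lysis so surviving cells raise fluorescence; higher fluorescence means more inhibition of phage lysis; actives were called in the ten point dose series up to 300 µM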
GPR35 arrestin U2OS: GPR35 antagonists blocking zaprinast-driven arrestin recruitment, primary screen, imaging, U2OS, beta-arrestin-GFP, zaprinast agonist (AID 2058); U2OS GPR35 beta-arrestin-GFP translocation imaging, zaprinast antagonism; higher % means a stronger effect; inhibition, % at 10 µM, or IC50 in µM where a hit was titrated; hit rate 0.052% among 290,000;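 active = inhibition of at least 50% with at least 30 cells and total cytoplasm GFP at most 10,000,000; inconclusive = under 30 cells or total GFP of 10,000,000 plus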
WT yeast gro inh: growth inhibition of WT yeast, mitochondrial fusion screen; mitochondrial fusion phenotypic screen, WT strain; hit rate 2.1% among 190,000; inhibition, % at 10 µM; AID 1362; in the data active = inhibition above about 58%; tested in S. cerevisiae
WT yeast gro inh mutant strain: also measured in WT yeast gro inh; calls as there; inhibition, %; mitochondrial fusion phenotypic screen, mutant strain inhibition
Autophagy mod cell loss 18 h: recorded beside Autophagy mod, whose call it bears; toxicity, %; measured here: cell loss, nuclei count;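 cell loss after 18 h compound exposure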
NTR1 agonist cell count 20 µM: second read-out of NTR1 agonist, no call of its own (marks repeat the call); cell count; measured here: cell count, cytotoxicity flag
Dengue-2 NS5 capping pilot replicate: also measured in Dengue-2 NS5 capping; calls as there; inhibition, %; measured here: pilot screen replicate inhibition
* marks the source's active call; other numbers are inactive results; i = inactive; ? = inconclusive; . = no result given; & = joins results of further samples; [ ] = another dose, or the depositor's remark. Not a hit list; any-hit rate near 2.6%.

SMILES | LYP inhibition | NTR1 agonist | NTR1 agonist cell count 20 µM | AID2073 | Dengue-2 NS5 capping | RSV CPE inhibition | Autophagy mod | Autophagy mod cell loss 18 h | UTI89 phage lysis | GPR35 arrestin U2OS | WT yeast gro inh | WT yeast gro inh mutant strain | others
COc1ccc(CCNc2ccc(C(=O)O)cc2[N+](=O)[O-])cc1OC | -8% | 1.3 | 52 | 10% | -6% | 1.5% | i | -1 | -0.6% | -12% | -11 | 12
COC(=O)c1ccc2[nH]c(CO)c(-c3ccccc3)c2c1 | -10% | 1.5 | 100 | 16% | -8% | 2.1% | . | . | 1.4% | -4% | . | .
O=S(=O)(c1ccc2ccccc2c1)N1CCN(CCO)CC1 | -9% | -0.3 | 99 | 4% | -3% | 0.4% | . | . | 0.2% | -2% | . | .
O=C(Nc1cccc(-c2cn3ccccc3n2)c1)C1CC1 | 3% | -1.9 | 86 | 2% | -2% | -0.2% | i | 6 | 0.1% | 6% | -10 | 13
CC(C)(C)c1ccc(OCC(=O)O)cc1 | 6%&-7% | 0.8 | 90 | -2%&6% | -2% | 0.7% | i | 3 | -0.4% | 6%&0% | 3 | -12
CCCn1c(N)c(Sc2ccc(Cl)cc2)c(=O)n(CCC)c1=O | -6% | -0.6 | 43 | 4% | 1% | 4.9% | i | 6 | 5.5% | -1% | 5 | 15
CCOC(=O)c1c(C)cc(=O)oc1C | 4% | 1.3 | 73 | -4% | 6% | 1.5% | i | 5 | -0.3% | 0% | 0 | 6
CCCCc1nc(N2CCOCC2)c(C#N)c2c1CCCC2 | -2% | 7.9 | 59 | 11% | -4% | 2.0% | i | 4 | 1.2% | 18% | 2 | 2
CCN(CC)C(=O)Oc1ccc2c(=O)c(-c3ccc(OC)cc3)c(C)oc2c1 | 3% | 6.6 | 70 | 2% | 3% | 4.7% | i | -4 | 4.2% | 17% | 5 | 4
Cc1ccc(S(=O)(=O)N2CCN(C(=O)CSc3nccn3C)CC2)cc1 | -7% | 0.5 | 65 | -2% | -2% | -0.3% | . | . | 0.2% | -3% | . | .
CCc1nnc(NS(=O)(=O)c2ccc(NCc3cc(Cl)ccc3O)cc2)s1 | 4% | 0.9 | 60 | 9% | 2% | 16% | . | . | -0.6% | 10% | . | .
Cc1ccc(-c2nnc3sc(-c4ccncc4)nn23)cc1 | 2% | 1.5 | 65 | 12% | -2% | 1.9% | i | -6 | 0.1% | -4% | -2 | -31
COC(=O)c1sccc1-n1cc(C#N)c(=O)n(C)c1=O | -8% | -0.2 | 45 | 7% | -8% | . | . | . | 0.2% | 1% | . | .
CC(C)CNS(=O)(=O)c1cc(C(=O)N2CCOCC2)c(Cl)cc1Cl | -5% | -0.2 | 80 | 0% | -14% | 5.2% | i | -10 | -0.2% | 5% | -11 | -5
CS(=O)(=O)N(CC(=O)Nc1ccccc1C(=O)N1CCCC1)c1cccc([N+](=O)[O-])c1 | -4% | -0.7 | 25 | -2% | -2% | 4.1% | i | 2 | 2.9% | -5% | -6 | 4
CC(OC(=O)/C=C/c1ccccc1Cl)C(=O)NC1CCCCC1C (centres undefined) | . | 1.1 | 56 | . | -10% | 0.4% | . | . | 0.1%[50 µM] | . | . | .
CC1(C)Oc2ccc(NC(=O)C3COc4ccccc4O3)cc2O1 (centres undefined) | -9% | 0.0 | 105 | -7% | 1% | 2.6% | i | -1 | -0.3% | 1% | 36 | 36
Clc1cc2cccnc2c2ccccc12 | 0% | -0.3 | 67 | 10% | 1% | 2.6% | i | 13 | 0.0% | -2% | 25 | 23
O=C1N[C@@H](Cc2ccccc2)C(=O)N2[C@H]1C[C@]1(Br)c3ccccc3N(S(=O)(=O)c3ccc(F)cc3)[C@H]21 | . | 3.7 | 52 | . | -3% | -0.7% | . | . | 0.1% | . | . | .
O=[N+]([O-])c1ccc(CSc2ccccn2)cc1 | -4% | -1.1 | 53 | 9% | -5% | 0.4% | . | . | 0.3% | 0% | . | .
COc1cccc2c(=O)cn[nH]c12 | -7% | 1.7 | 48 | 47% | 12% | 1.0% | i | -3 | -2.0% | -5% | -14 | 3
CC(C)OCCCNC(=O)c1c(N)n(/N=C/c2cccs2)c2nc3ccccc3nc12 | -3% | 4.9 | 57 | ? | 0% | -1.0% | i | 1 | 0.1% | 0% | 15 | 11
COc1ccc(CCC(=O)OCC(=O)c2ccc(C)cc2)cc1 | -2% | 3.1 | 85 | ? | -6% | 1.5% | i | 13 | 2.1%[50 µM] | -2% | 38 | 11
O=C(Nc1ccccc1)c1ccc(S(=O)(=O)N2CCCC2)cc1 | -4% | -1.1 | 62 | -1% | 3% | 1.2% | i | 6 | 0.4% | 4% | -11 | -4
CCCSc1nc2sc3c(c2c(=O)n1CC)CC(C)(C)OC3 | -4% | 13 | 66 | -10% | -5% | 13% | . | . | 0.2% | 0% | . | .
Cn1nc(NC(=O)C(C)(C)C)c2c(F)cccc21 | -6% | 2.1 | 49 | 1% | 4% | 8.8% | . | . | -1.7% | 20% | . | .
COc1ccccc1C1=Nc2cccc3cccc(c23)N1 | -2% | -0.8 | 41 | 64% | 15% | 8.0% | i | 1 | 1.6% | 14% | 33 | 25
Cc1cc(=O)oc2c(C)c(OCC(=O)NCC3CCC(C(=O)O)CC3)ccc12 (centres undefined) | -6% | -0.8 | 78 | 12% | 4% | 2.2% | . | . | 4.1% | -15% | . | .
CN(c1cccc(NC(=O)CN(c2ccc(C34CC5CC(CC(C5)C3)C4)cc2)S(C)(=O)=O)c1)S(C)(=O)=O | 3% | 6.9 | 40 | 16% | -4% | -1.5% | i | -18 | 0.4%[50 µM] | -4% | -4 | 6
c1coc(CNc2ncnc3c2oc2ccccc23)c1 | -10% | 0.1 | 58 | -2% | -3% | 2.2% | i | 5 | 4.1% | 2% | -30 | 6
Cc1nc(C)c(-c2ccn(S(=O)(=O)c3ccc(Cl)cc3)n2)o1 | -6% | 1.1 | 54 | 7% | 4% | 1.0% | . | . | -1.2% | -4% | . | .
CCC1(c2ccccc2)NC(=O)N(CC(=O)N(CC(=O)Nc2ccccc2C(F)(F)F)Cc2ccco2)C1=O (centres undefined) | . | -1.1 | 65 | . | -2% | -0.7% | . | . | 0.1%[50 µM] | . | . | .
CCCn1c(SCC(=O)Nc2c(C)cccc2CC)nnc1C(C)C | -5% | -1.4 | 47 | -4% | -4% | 0.3% | i | -17 | 1.4% | 4% | 14 | 12
Cc1ccc(C)n1CCN1CCN(C(=O)CSc2nc3ccccc3nc2N2CCOCC2)CC1 | 2% | 3.5 | 64 | 0% | -8% | 0.1% | . | . | 0.0% | -6% | -11 | 2
CC(=O)NS(=O)(=O)c1ccc(NC(=O)c2ccc(Br)o2)cc1 | -5% | 0.4 | 90 | 0% | -1% | 1.9% | i | -5 | 3.4% | 16% | -16 | -28
N=C1/C(=C\c2ccc(OC(=O)c3ccc(F)cc3)cc2)C(=O)N=C2SC(N3CCOCC3)=NN12 | 4% | 1.3 | 53 | 28% | 19µM* | 7.1% | . | . | >75µM* | -12% | . | .
O=C(c1cn(-c2ccccc2)nc1-c1cccc(Br)c1)N1CCOCC1 | -7% | 2.0 | 28 | 5% | -8% | -0.9% | i | 0 | 1.3% | -6% | 4 | 7
CCc1ccc(O)c(N=Cc2cccc(C)c2O)c1 | 2% | -1.2 | 52 | -29% | -6% | -1.0% | i | 0 | 1.4% | 10% | -1 | -3
Cc1cc(C)cc(NC(=O)C(OC(=O)c2ccc(O)cc2)c2ccccc2)c1 (centres undefined) | . | 1.3 | 75 | . | -8% | 5.5% | . | . | -1.2%[50 µM] | . | . | .
NC(=O)c1c(Nc2nc3c(F)cccc3s2)sc2c1CCCC2 | 3% | -2.6 | 68 | 24% | -36% | 7.5% | i | 5 | 0.2% | 2% | 28 | 25
Cc1cc(N/N=C/c2ccccc2O)nc(-c2ccccc2O)n1 | -4% | 63* | 75* | 19% | 3% | 8.7% | i | 12 | 1.0%[50 µM] | 11% | 69* | 66*
Cn1nc(-c2ccc(Cl)cc2)cc1NC(=O)CSCC(=O)O | -3% | -0.9 | 43 | 8% | . | . | . | . | . | 0% | . | .
CCCCn1c(N)c(N(CCOC)C(=O)COC(=O)COc2cccc(C(C)=O)c2)c(=O)[nH]c1=O | . | -1.8 | 63 | . | 7% | 0.9% | . | . | 1.5%[50 µM] | . | . | .
NC(=S)NNC(=O)COc1ccccc1O | -5% | 3.8 | 60 | -5% | 2% | 1.6% | . | . | 0.2% | -1% | . | .
Nc1ccc(-c2nc3ccc(N)cc3o2)cc1 | -68% | 4.7 | 60 | ? | -9% | 1.3% | i | -3 | -9.6% | 12% | 16 | 8
COc1ccc(CC(=O)OCC(=O)Nc2cccc(Br)c2)cc1 | -2% | -0.6 | 63 | 33% | -4% | 1.2% | i | 5 | 0.1% | -4% | 24 | -11
CCOC(=O)c1c(N)sc(C(=O)N(C)C)c1C | -8% | -0.6 | 55 | 5% | . | 2.5% | i | -4 | 1.5% | 8% | 4 | 7
CCN(c1ccccc1)S(=O)(=O)c1ccc(Cl)c(C(=O)OCC(=O)c2[nH]c(C)c(C(C)=O)c2C)c1 | -3% | 2.1 | 54 | 38% | 1% | 15% | i | 2 | 1.5%[50 µM] | 19% | -1 | -7
Nc1c(C(=O)NCc2ccc(F)cc2)c2nc3ccccc3nc2n1CCCN1CCOCC1 | -4% | 15 | 71 | 17% | -1% | -3.9% | i | -2 | -0.8% | -16% | 7 | 5 | Dengue-2 NS5 capping pilot replicate=3.9
CS(=O)(=O)N(CC(=O)NC1CCCCCC1)Cc1ccc(Cl)cc1 | -4% | 0.8 | 65 | -5% | -7% | -1.1% | i | -10 | i | 5% | -18 | -5
CCCCNC(=O)CSc1ccc(S(=O)(=O)N2CCOCC2)cn1 | . | -0.6 | 75 | . | 6% | -0.1% | . | . | 0.7%[50 µM] | . | . | .
CC(=O)NS(=O)(=O)c1ccc(N=NN2CCCCCC2)cc1 | 6% | 1.1 | 86 | 12% | 1% | 1.8% | i | 7 | 1.5% | 1% | -3 | -11
CCOC(=O)C1(C)NC(c2ccc(OC)cc2OC)C2C(=O)N(c3cccc(OC)c3)C(=O)C21 (centres undefined) | -7% | 1.2 | 69 | 2% | -4% | 1.3% | i | -15 | 4.3% | -5% | -9 | -7

Source: PubChem (several laboratories)
